Neddylation inh = cullin neddylation inhibition | 360,000 compounds, 0.58% hits | TR-FRET cullin neddylation, biochemical | calls only at 25 µM | P61081+Q13564 | AID 651699; in the data active = inhibition above about 36%
Rin1 Abl inh = human Rin1-Abl interaction inhibition; P00519+Q13671; TR-FRET Rin1/Abl binding, biochemical; 360,000 compounds, 0.4% hits; inhibition, % at 7.35 µM; in the data active = inhibition above about 5%, passing the limit was not always enough
Target sequence (P00519 whole entry, looked up): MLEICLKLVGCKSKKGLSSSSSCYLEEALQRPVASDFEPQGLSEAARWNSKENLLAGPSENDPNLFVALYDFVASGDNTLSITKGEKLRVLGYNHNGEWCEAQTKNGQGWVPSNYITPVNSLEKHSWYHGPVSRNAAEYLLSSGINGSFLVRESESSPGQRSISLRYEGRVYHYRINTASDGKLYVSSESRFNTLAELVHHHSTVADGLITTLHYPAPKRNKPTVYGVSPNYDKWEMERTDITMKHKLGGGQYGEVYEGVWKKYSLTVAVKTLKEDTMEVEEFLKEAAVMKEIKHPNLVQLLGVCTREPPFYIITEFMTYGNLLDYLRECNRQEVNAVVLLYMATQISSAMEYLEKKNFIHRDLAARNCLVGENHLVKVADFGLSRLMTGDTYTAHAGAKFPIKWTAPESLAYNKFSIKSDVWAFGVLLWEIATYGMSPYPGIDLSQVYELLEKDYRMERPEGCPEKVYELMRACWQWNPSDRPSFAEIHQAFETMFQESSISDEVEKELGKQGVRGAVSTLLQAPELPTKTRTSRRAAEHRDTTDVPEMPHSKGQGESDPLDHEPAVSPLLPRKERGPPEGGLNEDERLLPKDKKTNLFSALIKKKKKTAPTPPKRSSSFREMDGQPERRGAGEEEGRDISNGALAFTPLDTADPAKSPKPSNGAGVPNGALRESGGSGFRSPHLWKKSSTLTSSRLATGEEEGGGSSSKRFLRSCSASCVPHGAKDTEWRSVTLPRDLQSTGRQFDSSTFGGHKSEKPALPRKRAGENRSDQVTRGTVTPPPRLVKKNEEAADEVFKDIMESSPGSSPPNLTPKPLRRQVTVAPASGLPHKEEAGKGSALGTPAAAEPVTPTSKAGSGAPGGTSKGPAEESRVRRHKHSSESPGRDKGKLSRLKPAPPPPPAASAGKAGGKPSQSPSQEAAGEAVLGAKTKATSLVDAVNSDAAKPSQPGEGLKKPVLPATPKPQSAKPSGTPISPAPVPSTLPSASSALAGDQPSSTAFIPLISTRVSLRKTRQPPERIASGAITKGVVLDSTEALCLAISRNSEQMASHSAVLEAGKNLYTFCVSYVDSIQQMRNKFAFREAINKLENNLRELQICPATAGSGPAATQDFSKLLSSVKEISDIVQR
Target sequence (Q13671 whole entry, looked up): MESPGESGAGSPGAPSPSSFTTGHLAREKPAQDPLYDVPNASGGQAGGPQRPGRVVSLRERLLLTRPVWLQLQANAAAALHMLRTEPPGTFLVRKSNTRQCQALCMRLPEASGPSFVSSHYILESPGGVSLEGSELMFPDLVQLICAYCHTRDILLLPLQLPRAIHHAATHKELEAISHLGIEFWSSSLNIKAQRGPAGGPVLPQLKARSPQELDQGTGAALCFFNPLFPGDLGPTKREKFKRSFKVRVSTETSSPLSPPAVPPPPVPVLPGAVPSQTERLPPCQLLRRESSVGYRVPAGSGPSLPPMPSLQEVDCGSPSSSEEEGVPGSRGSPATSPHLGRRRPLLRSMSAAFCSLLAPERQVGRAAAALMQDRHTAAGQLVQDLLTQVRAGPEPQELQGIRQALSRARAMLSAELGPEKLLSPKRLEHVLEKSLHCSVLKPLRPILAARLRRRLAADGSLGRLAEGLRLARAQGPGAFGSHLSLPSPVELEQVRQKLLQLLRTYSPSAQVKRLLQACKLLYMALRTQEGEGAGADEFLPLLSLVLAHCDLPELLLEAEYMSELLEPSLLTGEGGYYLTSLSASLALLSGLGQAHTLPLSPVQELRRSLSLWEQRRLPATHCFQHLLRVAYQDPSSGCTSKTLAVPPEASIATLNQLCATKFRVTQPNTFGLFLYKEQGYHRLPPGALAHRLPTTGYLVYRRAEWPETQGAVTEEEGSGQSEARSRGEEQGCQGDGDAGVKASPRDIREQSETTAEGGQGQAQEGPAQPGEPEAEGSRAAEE
MsrA inh = bovine MsrA inhibition. purified bovine MsrA, absorbance read-out. inhibition, % at 15.5 µM. AID 651718. 360,000 compounds, 0.75% hits; in the data active = inhibition above about 4.5%;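 also: 0% = vehicle wells with enzyme and 100% = reference inhibitor wells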
bovine MsrA act = bovine methionine sulfoxide reductase A activation | AID 602163 | activation, % at 10.6 µM | 360,000 compounds, 0.3% hits | purified bovine MsrA, absorbance read-out; in the data active = activation above about 7.5%;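 also: 0% = vehicle and 100% = reference activator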
CendR NRP1 mod = alters CendR peptide binding to human NRP-1; O14786; FAM-RPARPAR peptide binding to NRP-1, fluorescence polarization; inhibition, % at 25 µM; 360,000 compounds, 0.85% hits;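 active = inhibition or corrected inhibition above about 18%, plus a signal ratio from 0.5 to 1.5, limit read from the data, passing the limit was not always enough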; also: strong numbers were not always called active
MT1-MMP act inh = MT1-MMP (human) activation inhibition | HT1080 RFP-PRO-GFP cells, GFP/RFP ratio fluorescence, overnight; percent of plate control window, DMSO zero | GFP/RFP ratio change, % at 20 µM | AID 651647 | 360,000 compounds, 0.061% hits;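 active = GFP/RFP ratio change of at least 30% with cell ATP level not reduced by more than half and red fluorescence within 50% of control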; also: strong numbers were not always called active
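system = RFP-PRO-GFP reporter HT1080 cells | dosing = 20 µM single dose, 1% DMSO | timing = overnight cell settling, then overnight compound exposure, 37 °C, 5% CO2 | read-out basis = GFP/RFP fluorescence ratio | controls = DMSO and RFP-L50D-GFP cell wells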
FAS TE block = FAS thioesterase (human) inhibition; P49327; recombinant FAS-TE, OMFH fluorogenic substrate, fluorescence endpoint; inhibition, % at 15 µM; 360,000 compounds, 0.67% hits; AID 602261;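 active = compounds whose normalised, plate-corrected inhibition of enzyme fluorescence in the single-dose primary screen is 50% or more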;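 also: 0% = DMSO with enzyme and 100% = substrate without enzyme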
eLon inh = inhibitors of E. coli Lon protease. P0A9M0. purified E. coli Lon protease, fluorescence polarization. inhibition, % at 7.94 µM. 360,000 compounds, 0.42% hits; in the data active = inhibition above about 13%, passing the limit was not always enough;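 also: 0% = enzyme with probe and DMSO and 100% = no enzyme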
SKN-1 block = C. elegans SKN-1 inhibition; inhibition, % at 21.8 µM; 360,000 compounds, 0.49% hits; C. elegans VP596 Pgst-4::GFP/RFP ratio, acrylamide-induced, 24 h;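 active = interference check ratio from 0.5 to 1.5 plus GFP to RFP signal ratio inhibition reaching or exceeding a fixed threshold, cut at about 30% in these data, passing the limit was not always enough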; also: some compounds called inactive have numbers as strong as hits
Starred values were filed as active, the others as inactive.

Cc1cc(NC(=O)c2c(Cl)c(C)nn2C)no1 was read as Neddylation inh inactive, Rin1 Abl inh -3.8, MsrA inh -1.2, bovine MsrA act -4.0, CendR NRP1 mod -0.1, MT1-MMP act inh 2.6, FAS TE block -4.9, eLon inh -8.0 and SKN-1 block -3.6.
`CCC(C)NC(=O)Cn1c(=O)n(-c2ccc(OC)cc2)c(=O)c2ccc(C(=O)NCc3ccc(C)cc3)cc21` (stereo not drawn) gave Neddylation inh inactive, Rin1 Abl inh 0.0, MsrA inh 0.1, bovine MsrA act -8.0, CendR NRP1 mod -2.3, MT1-MMP act inh 3.0, FAS TE block -20.6, eLon inh -5.9 and SKN-1 block 0.5.
Screening OCC1OC(n2nnc3ccccc32)C(O)C(O)C1O (stereo not drawn) returned Neddylation inh inactive, Rin1 Abl inh -0.9, MsrA inh -0.3, bovine MsrA act 1.6, CendR NRP1 mod 8.4, MT1-MMP act inh 1.6, FAS TE block -4.2, eLon inh -3.6 and SKN-1 block -11.0.
`CCOc1ccc(C(=O)Nc2ccccc2N2CCN(C(=O)c3ccccc3)CC2)cc1[N+](=O)[O-]` gave Neddylation inh inactive, Rin1 Abl inh 0.9, MsrA inh -0.6, bovine MsrA act -6.4, CendR NRP1 mod 6.5, MT1-MMP act inh 2.9, FAS TE block 29.3, eLon inh 4.4 and SKN-1 block -4.0.
For O=C(CNC(=O)c1cccs1)Nc1ncccc1O the results were Neddylation inh inactive, Rin1 Abl inh 1.4, MsrA inh -0.2, bovine MsrA act -3.2, CendR NRP1 mod 11.9, MT1-MMP act inh -6.5, FAS TE block -6.1, eLon inh -13.0 and SKN-1 block -10.1.
S=C(NCc1ccc(Cl)cc1)Nc1ccncc1 was read as Neddylation inh inactive, Rin1 Abl inh 1.7, MsrA inh 2.0, bovine MsrA act -0.9, CendR NRP1 mod -0.6, MT1-MMP act inh -4.4, FAS TE block -2.8, eLon inh 1.9 and SKN-1 block -2.6.
CCOc1ccccc1/C=N/Nc1cc(C)nc2ccc(C)cc12 was read as Rin1 Abl inh -3.6, MsrA inh 0.7, bovine MsrA act -4.4, CendR NRP1 mod 6.0, MT1-MMP act inh 3.2, FAS TE block 20.5, eLon inh 0.6 and SKN-1 block 28.8.
CCOC(=O)C1=CCN(S(=O)(=O)c2ccc(F)cc2)C1c1cccc(Cl)c1 (stereo not drawn) was read as Neddylation inh inactive, Rin1 Abl inh 0.1, MsrA inh 0.5, bovine MsrA act -4.9, CendR NRP1 mod 5.8, MT1-MMP act inh 3.1, FAS TE block 24.0, eLon inh 1.3 and SKN-1 block 6.7.
For COc1cc2[nH]c(=O)n(Cc3ccc(C(=O)NCC4CCCO4)cc3)c(=O)c2cc1OC (stereo not drawn) the results were Neddylation inh inactive, Rin1 Abl inh -0.9, MsrA inh -0.4, bovine MsrA act -3.5, CendR NRP1 mod 5.8, MT1-MMP act inh 6.3, FAS TE block -2.5, eLon inh 3.8 and SKN-1 block -6.6.
Screening Cc1ccc(CNC(=O)C2CCN(S(=O)(=O)c3ccc4c(c3)CC(C)N4C(=O)C3CCC3)CC2)o1 (stereo not drawn) returned Neddylation inh inactive, Rin1 Abl inh 0.0, MsrA inh 1.1, bovine MsrA act -1.4, CendR NRP1 mod -3.0, MT1-MMP act inh -2.2, FAS TE block 5.3, eLon inh -1.6 and SKN-1 block 1.4.
`Cc1ccc(C)c(NC(=O)CN(C)C(=O)COc2cccc3c2OC(C)(C)C3)c1` gave Neddylation inh inactive, Rin1 Abl inh 2.2, MsrA inh 1.1, bovine MsrA act -2.5, CendR NRP1 mod -1.4, MT1-MMP act inh 1.7, FAS TE block -1.0, eLon inh -9.1 and SKN-1 block -4.5.
For COCCn1nnnc1C(c1ccccn1)N1CCN(c2cc(Cl)ccc2C)CC1 (stereo not drawn) the results were Neddylation inh inactive, Rin1 Abl inh -0.3, MsrA inh 0.6, bovine MsrA act -0.7, CendR NRP1 mod -11.7, MT1-MMP act inh -8.2, FAS TE block 5.8, eLon inh 12.5 and SKN-1 block 2.8.
For C=CCn1c(C(C)NC(=O)c2cccc(C)c2)n[nH]c1=S (stereo not drawn) the results were Neddylation inh inactive, Rin1 Abl inh -0.3, MsrA inh 1.5, bovine MsrA act -1.5, CendR NRP1 mod 10.8, MT1-MMP act inh 2.0, FAS TE block -2.9, eLon inh -2.1 and SKN-1 block -7.2.
Screening COc1ccc(N(Cc2cc(=O)[nH]c3ccccc23)C(=O)C(C)C)cc1 returned Neddylation inh inactive, Rin1 Abl inh 0.5, MsrA inh -0.2, bovine MsrA act -4.4, CendR NRP1 mod -8.5, MT1-MMP act inh -5.7, FAS TE block -1.0, eLon inh 1.9 and SKN-1 block -4.7.
For O=C(Nc1nnc(CCN2CCOCC2)s1)C1CCCCC1 the results were Neddylation inh inactive, Rin1 Abl inh -0.9, MsrA inh 2.2, bovine MsrA act -4.0, CendR NRP1 mod 37.2*, MT1-MMP act inh 1.0, FAS TE block -4.1, eLon inh 2.4 and SKN-1 block 9.9.

Three structures from above, sorted by length of the SMILES, low to high:
Screening COc1ccc(N(Cc2cc(=O)[nH]c3ccccc23)C(=O)C(C)C)cc1 returned Neddylation inh inactive, Rin1 Abl inh 0.5, MsrA inh -0.2, bovine MsrA act -4.4, CendR NRP1 mod -8.5, MT1-MMP act inh -5.7, FAS TE block -1.0, eLon inh 1.9 and SKN-1 block -4.7.
`CCOc1ccc(C(=O)Nc2ccccc2N2CCN(C(=O)c3ccccc3)CC2)cc1[N+](=O)[O-]` gave Neddylation inh inactive, Rin1 Abl inh 0.9, MsrA inh -0.6, bovine MsrA act -6.4, CendR NRP1 mod 6.5, MT1-MMP act inh 2.9, FAS TE block 29.3, eLon inh 4.4 and SKN-1 block -4.0.
Screening Cc1ccc(CNC(=O)C2CCN(S(=O)(=O)c3ccc4c(c3)CC(C)N4C(=O)C3CCC3)CC2)o1 (stereo not drawn) returned Neddylation inh inactive, Rin1 Abl inh 0.0, MsrA inh 1.1, bovine MsrA act -1.4, CendR NRP1 mod -3.0, MT1-MMP act inh -2.2, FAS TE block 5.3, eLon inh -1.6 and SKN-1 block 1.4.

Following part:
`O=C(COC(=O)c1cccs1)NCC1CCCCC1` gave Neddylation inh inactive, Rin1 Abl inh 2.1, MsrA inh -0.9, bovine MsrA act -1.1, CendR NRP1 mod 7.4, MT1-MMP act inh 4.5, FAS TE block -1.2, eLon inh -0.9 and SKN-1 block 7.4.
For Cc1ccc(S(=O)(=O)N2CCCCC2CCNC(=O)C(=O)NCc2ccccc2)cc1 (stereo not drawn) the results were Neddylation inh inactive, Rin1 Abl inh 3.0, MsrA inh 0.1, bovine MsrA act -3.8, CendR NRP1 mod -4.5, MT1-MMP act inh -8.5, FAS TE block 8.8, eLon inh -11.1 and SKN-1 block -3.0.
COC(=O)Cn1c(CCC(=O)O)ccc1-c1ccccc1 was read as Neddylation inh active, Rin1 Abl inh 0.0, MsrA inh 1.0, bovine MsrA act -6.2, CendR NRP1 mod -19.3, MT1-MMP act inh -3.7, FAS TE block 0.3, eLon inh 0.9 and SKN-1 block -3.8.
CC(=O)Oc1ccc(-c2cccc(C(=O)N(C)c3ccc(O)cc3)c2)cc1 was read as Neddylation inh inactive, Rin1 Abl inh 1.8, MsrA inh 2.3, bovine MsrA act -4.0, CendR NRP1 mod 3.2, MT1-MMP act inh 1.0, FAS TE block -4.2, eLon inh -4.8 and SKN-1 block -5.2.
For COC(=O)c1sc(NC(=O)COC(=O)C2CCC2)c(C(=O)OC)c1C the results were Neddylation inh inactive, Rin1 Abl inh 3.9, MsrA inh -0.8, bovine MsrA act -0.3, CendR NRP1 mod -7.7, MT1-MMP act inh 1.8, FAS TE block 19.8, eLon inh -2.6 and SKN-1 block 20.2.
`COc1ccc(-c2nc(CS(=O)CC(=O)NCCc3ccc(C)cc3)c(C)o2)cc1OC` (stereo not drawn) gave Neddylation inh inactive, Rin1 Abl inh 1.1, MsrA inh 0.4, bovine MsrA act -2.8, CendR NRP1 mod -12.2, MT1-MMP act inh -1.7, FAS TE block 2.3, eLon inh -7.2 and SKN-1 block -6.1.
CCOC(=O)C1CCCN(C(=O)CCCn2nc(C)n3c(cc4sccc43)c2=O)C1 (stereo not drawn) was read as Neddylation inh inactive, Rin1 Abl inh -2.8, MsrA inh 0.5, bovine MsrA act -0.9, CendR NRP1 mod -5.4, MT1-MMP act inh 3.4, FAS TE block -0.2, eLon inh -6.3 and SKN-1 block -6.5.
COC(=O)c1ccc(-c2ccc(/C=N/NC(=O)CC3(C)OCCCO3)o2)cc1 was read as Neddylation inh active, Rin1 Abl inh -1.3, MsrA inh 2.3, bovine MsrA act -4.2, CendR NRP1 mod 0.3, MT1-MMP act inh -1.9, FAS TE block -6.0, eLon inh -8.6 and SKN-1 block 1.2.
For O=C(NNc1c(Cl)cccc1Cl)c1c(F)cccc1Cl the results were Neddylation inh inactive, Rin1 Abl inh -3.9, MsrA inh -0.5, bovine MsrA act -2.7, CendR NRP1 mod -9.9, MT1-MMP act inh -0.2, FAS TE block 0.1, eLon inh -3.5 and SKN-1 block -0.9.
`C/C(=N\NC(=O)c1cccnc1)c1nnn(-c2nonc2N)c1C` gave Neddylation inh inactive, Rin1 Abl inh 1.6, MsrA inh 0.3, bovine MsrA act -3.3, CendR NRP1 mod 4.2, MT1-MMP act inh 8.5, FAS TE block -6.6, eLon inh 3.6 and SKN-1 block 6.3.
CCc1ccc(S(=O)(=O)NCc2csc(C)n2)cc1 was read as Neddylation inh inactive, Rin1 Abl inh -0.3, MsrA inh 0.3, bovine MsrA act -2.4, CendR NRP1 mod -1.2, MT1-MMP act inh 0.2, FAS TE block -4.0, eLon inh -9.1 and SKN-1 block 11.3.
Screening CC(C)C(=O)Nc1ccc(NC(=S)NC(=O)c2ccc([N+](=O)[O-])cc2)cc1 returned Neddylation inh inactive, Rin1 Abl inh -3.6, MsrA inh 1.2, bovine MsrA act -2.6, CendR NRP1 mod 2.0, MT1-MMP act inh 7.1, FAS TE block 1.8, eLon inh 4.6 and SKN-1 block -1.5.
Screening O=C1N/C(=N\S(=O)(=O)c2ccccc2)S/C1=C\c1cc([N+](=O)[O-])ccc1O returned Neddylation inh inactive, Rin1 Abl inh -1.1, MsrA inh 1.1, bovine MsrA act -5.0, CendR NRP1 mod -264.1, MT1-MMP act inh -66.3, FAS TE block -5.0, eLon inh -192.9 and SKN-1 block 6.1.
Cc1nn(Cc2c(F)cccc2Cl)c(C)c1NC(=O)C1CC1 was read as Neddylation inh inactive, Rin1 Abl inh -3.1, MsrA inh -1.4, bovine MsrA act -2.6, CendR NRP1 mod 0.2, MT1-MMP act inh 1.9, FAS TE block -14.7, eLon inh 5.1 and SKN-1 block 5.8.
`COc1ccc(C(=O)Nc2ccc(OCc3ccccc3)cc2)cc1[N+](=O)[O-]` gave Neddylation inh inactive, Rin1 Abl inh 3.1, MsrA inh -0.7, bovine MsrA act 0.5, CendR NRP1 mod 4.1, MT1-MMP act inh 1.6, FAS TE block 3.0, eLon inh -1.8 and SKN-1 block -15.4.
`CCN(C(=O)c1cc(OC)c(OC)c(OC)c1)C1CCCCC1` gave Neddylation inh inactive, Rin1 Abl inh 3.9, MsrA inh -0.6, bovine MsrA act -3.1, CendR NRP1 mod 0.5, MT1-MMP act inh -1.2, FAS TE block -9.7, eLon inh -1.3 and SKN-1 block 12.1.

Screening results from PubChem.
